# Source: PubChem BioAssay (National Center for Advancing Translational Sciences (NCATS))
# UDG counterscr: counter-screen for AID inhibitors: uracil-DNA glycosylase inhibition; FRET deamination/UDG coupled assay, UDG read, 4 h; Potency, µM (doses to about 115 µM), for the others: at the top dose activity change, negative = inhibition, hits mostly inhibitors; 91,000 compounds, 0.14% hits; AID 1347430; note: nearly all actives have a fitted effect of over 65% in size
# AID inh: activation induced cytidine deaminase inhibition. Q9GZX7. AID deamination FRET fluorescence, UDG-coupled, 4 h. 91,000 compounds, 0.32% hits. Potency, µM (series often up to 115 µM), without a hit: at the highest dose activity change, negative = inhibition, most hits filed as inhibitors; note: nearly all actives have a fitted effect of over 25% in size
# Target sequence (Q9GZX7 whole entry, looked up): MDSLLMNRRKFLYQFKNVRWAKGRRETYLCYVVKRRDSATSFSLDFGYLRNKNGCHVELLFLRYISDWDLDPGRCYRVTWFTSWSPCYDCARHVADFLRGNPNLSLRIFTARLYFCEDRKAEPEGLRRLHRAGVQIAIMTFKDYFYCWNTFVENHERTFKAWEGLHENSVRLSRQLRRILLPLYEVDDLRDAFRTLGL
# * = called active by the depositor; ? = inconclusive; [ ] = another dose, or the depositor's remark. Calls come from the whole dose curve; as a rule, active = well fitted curve in the direction sought with a large enough effect; inconclusive = small, poorly fitted or top-dose-only effect, or another doubt; inactive = no such curve, though single readings can be large; an effect the other way counts as inactive or inconclusive. % is set by controls: 0 for no effect and ±100 for the full control effect; potency is the fitted concentration of half-maximal effect. Some of the compounds tested; the hit share may differ from the screen's.
# Each structure is followed by: UDG counterscr	AID inh
CC1CCCN(CC2CCCN2)C1 (stereo not drawn)
 : 0.4%	-3.1%
Cc1ccc(-n2nc(C(=O)N3CCN(c4cc(C)ccc4C)CC3)c3c4ccccc4n(C)c3c2=O)cc1
 : 25.8%	-3.2%
O=C(NC1CCCCCC1)c1cccc(Oc2ccccc2)c1
 : 0.6%	-12.0%
CCOc1ccc(C2C(=O)N(C3CCCCC3)CC(=O)N2Cc2ccccc2OC)cc1OC (stereo not drawn)
 : 2.7%[57.5 µM]	-2.6%
COc1ccc(NC(=O)C2CCCN(S(=O)(=O)c3ccc(Br)s3)C2)cc1 (stereo not drawn)
 : -11.5%[57.5 µM]	-5.0%
O=C(Nc1ccccc1-c1nc2ccccc2s1)c1ccc(F)cc1
 : 1.7%	1.5%
CCOC(=O)Cn1c(=O)c2c3c(sc2n(CCCN(C)C)c1=O)CC(C)CC3 (stereo not drawn)
 : -0.1%	-5.5%
Cc1ccc(NC(=O)CSc2nc(=O)n(CCN3CCOCC3)c3c2CCC3)cc1Cl
 : 0.3%	0.9%
Cc1cc(NC(=O)Cc2ccc(Cl)cc2Cl)n(CCC#N)n1
 : 2.7%	-3.9%
CSc1ccc(C2CC(=O)Oc3c2c(=O)n(C)c2ccccc32)cc1 (stereo not drawn)
 : 34.3%[activator]	8.9%
CCN1CCN(Cc2cc(=O)oc3c(C)cc(C)cc23)CC1
 : -1.9%	-6.2%
CCCN1CCN(c2nnc(-n3cccc3C(=O)Nc3cc(Cl)ccc3C)s2)CC1
 : -3.1%	3.3%
COc1ccc(C(=O)Oc2ccc(/C=C(\C#N)c3nc4ccccc4[nH]3)cc2)cc1
 : -0.6%	5.0%
COC(=O)c1ccc(OC(=O)c2cc(OC)cc(OC)c2)cc1
 : -4.7%	-5.5%
CCCCN(C)c1nnc(NC(=O)Nc2cccc(C(C)=O)c2)s1
 : -3.7%	-8.1%
COc1ccc(C(=O)NCCn2cc(SCC(=O)Nc3ccc4c(c3)OCCO4)c3ccccc32)cc1OC
 : -12.2%	?
CCOC(=O)c1c(Nc2ccc(OC)cc2)nnc(-c2ccccc2)c1-c1ccccc1
 : 0.8%	-10.1%
COc1ccc2c(C)c(CCC(=O)Nc3ccccc3F)c(=O)oc2c1
 : -0.5%	-5.7%
Cc1ccc(N2C(=O)CS(=O)(=O)C23C(=O)N(Cc2ccccc2F)c2ccccc23)cc1Cl (stereo not drawn)
 : -3.9%	19.8%
CC(Sc1ncnc2ccccc12)C(=O)NC1CCCC1 (stereo not drawn)
 : 9.7%	-2.4%
Cc1nc(-c2cccs2)c(CC(=O)N2CCN(c3cccc(Cl)c3)CC2)s1
 : -7.6%	-1.2%
CCN(CC)c1ccc(NC(=O)c2cc(S(N)(=O)=O)ccc2C)cc1
 : -10.0%	-2.6%
Cc1ccc2c(c1)N(C(=O)CCC(=O)NCc1cccs1)CCO2
 : 1.6%	8.7%
O=C(Nc1ncn[nH]1)c1cccc(S(=O)(=O)N2CCCCCC2)c1
 : 21.0%	-9.7%
Cc1ccc2nc(/C(C#N)=C/c3ccccc3OCc3ccc(Cl)cc3Cl)[nH]c2c1
 : -4.9%	33.5%[activator]
Cc1oc(-c2nc(C#N)c(N(C)C)o2)cc1S(=O)(=O)N(Cc1ccccc1)C(C)C
 : 3.4%	-3.3%
CCOc1ccc(C(=O)NCCS(=O)(=O)N2CCN(c3cccc(Cl)c3)CC2)cc1
 : -5.9%	-3.1%
CCOc1cc(CNC(=O)c2ccc(Cn3c(=O)c4cccn4c4cccnc43)cc2)ccc1OC
 : -0.3%	-18.7%
COc1ccc(C)cc1NS(=O)(=O)c1cnc(N)nc1
 : 9.0%	10.9%
NCc1cc(Br)ccc1OC(F)F
 : -12.8%	-5.2%
CC(NS(=O)(=O)c1cccc2nsnc12)c1ccccc1 (stereo not drawn)
 : 1.0%	0.1%
CC(=O)N1c2ccc(S(=O)(=O)NCC3CCC(C(=O)Nc4cccc(C)c4)CC3)cc2CC1C (stereo not drawn)
 : 6.6%	-0.2%
N#Cc1cccc(OCc2cccc3cccnc23)c1
 : -1.9%	-3.4%
CC(C)COc1ccc(-c2nonc2NC(=O)c2ccc(F)cc2)cc1
 : 4.6%[57.5 µM]	1.2%
CCc1ccccc1NC(=O)CCCN1C(=O)COc2ccc(C)cc21
 : -16.8%	1.0%
CCCC12CN3CC(CCC)(CN(C1)C3c1c[nH]c3ccccc13)C2=O (stereo not drawn)
 : -4.9%	-2.9%
Cc1nc2c(c(C)c1CCC(=O)Nc1ccc(F)cc1)c(=O)n(C)c(=O)n2C
 : 12.6%	17.0%
Fc1ccc(CSc2ncccn2)cc1
 : 6.6%	-1.2%
CC(C)(C)C1C/C(=C/c2cccs2)c2nc3ccccc3c(C(=O)O)c2C1 (stereo not drawn)
 : -0.2%	-6.6%
COc1cccc(Cn2c(Oc3cc(C)cc(C)c3)nc3c2c(=O)n(C)c(=O)n3C)c1
 : -12.2%	-10.5%
CCn1cc(/C=C(\NC(=O)c2ccccc2Cl)C(=O)NCCCn2ccnc2)c2ccccc21
 : -3.8%	-15.3%
Fc1ccc(-n2cc(-c3ccccc3)c3c(NC4CCCCC4)ncnc32)cc1
 : -1.0%[57.5 µM]	-28.8%
Nc1cccc(-c2ccc(Cl)c(Cl)c2)c1
 : 2.1%	-13.0%
COc1ccc(Nc2sc(C(=O)c3ccccc3)c(N)c2C(=O)Nc2cc(C)ccc2C)c(OC)c1
 : -8.1%	14.1%
COc1ccc(N(CC(=O)N2CCCCC2)S(=O)(=O)c2ccc(OC)c(OC)c2)cc1
 : -8.5%	-2.6%
O=C(NCCc1ccccc1)C1CCC(CNS(=O)(=O)c2ccccc2)CC1 (stereo not drawn)
 : -3.9%[57.5 µM]	4.4%
CCOC(=O)c1cc(C)n(CC2CCC(C(=O)Nc3ccc(C)c(F)c3)CC2)c1C (stereo not drawn)
 : -1.1%[57.5 µM]	-5.7%
CCN(CCCNC(=O)CSc1cc(=O)n(CC)c2ccccc12)c1ccccc1
 : -19.0%	?
COc1ccc(S(=O)(=O)N(CC(=O)Nc2ccc(OC)cc2OC)c2ccc(Cl)cc2)cc1
 : -11.5%	22.6%
CCOCCCNc1nc2c(c(=O)n(C)c(=O)n2C)n1Cc1ccccc1Cl
 : 0.9%	3.5%
CCn1cc(C(=O)N2CCN(c3cccc(Cl)c3)CC2)c(=O)c2cc(S(=O)(=O)N3CCC(C)CC3)ccc21
 : -15.2%	?
COC(CNC(=O)C=C(C)C)c1ccccc1 (stereo not drawn)
 : -1.4%	-4.7%
COc1cc2c(cc1OC)C(COc1ccccc1OC)N(C(=O)c1ccc(S(=O)(=O)N(C)C)cc1)CC2 (stereo not drawn)
 : 32.7%[activator]	-11.2%
CCN(CC)S(=O)(=O)c1ccc2c(c1)N(CC(=O)Nc1c(C)cc(C)cc1C)C(=O)C1CCCN21 (stereo not drawn)
 : 0.6%	3.8%
O=C(N/N=C/c1cccs1)c1ccc(Cl)cc1Cl
 : 8.2%	3.5%
O=C(O)CSc1nc2ccccc2nc1N1CCCCC1
 : 2.2%	12.7%
CCOC(=O)C(CC)N1CCN(Cc2ccc(F)cc2)C(=O)C1=O (stereo not drawn)
 : -3.0%	14.7%
O=C(CSc1nc2c([nH]c3ccccc32)c(=O)n1-c1ccccc1)N1CCCCCC1
 : -0.9%[57.5 µM]	?
CC1CCCN(CCNC(=O)C2CCN(CC(F)(F)F)CC2)C1 (stereo not drawn)
 : -2.8%	-5.9%
O=C(/C=C/N1CCC(CCCC2CCN(/C=C/C(=O)C(F)(F)F)CC2)CC1)C(F)(F)F
 : -1.2%	3.3%

# Later entries:
Compound | UDG counterscr | AID inh
COCC(C)NC(=O)CSc1cc(C)c2cccc(C)c2n1 (stereo not drawn) | 4.2% | -4.6%
Cc1ccc(NC(=O)c2nc(-c3ccncc3)no2)c(Cl)c1 | ? | ?
Cc1ccccc1CC(=O)Nc1ccccc1SCc1ccsc1 | -12.8% | -22.0%
CCC(=O)N1c2ccc(S(=O)(=O)CCC(=O)N3CCN(c4cc(C)ccc4C)CC3)cc2CC1C (stereo not drawn) | -6.7% | -4.5%
CCN(CC)c1nn2c(=O)c(C(=O)NCc3cccc(C)c3)cnc2s1 | 0.7% | -22.2%
CC(NCc1cccc(C#N)c1)c1cccc(Br)c1 (stereo not drawn) | -10.1% | -13.2%
Cc1ccc(NC(=O)Cn2c(=O)oc3ccccc32)cc1Cl | 1.0%[57.5 µM] | 5.3%
Cc1cccc(OCc2nc(CC(=O)Nc3ccc(Cl)cc3)cs2)c1 | -3.7% | 9.1%
CCCCNC(=O)CN1CCN(c2ncc(NC(=O)c3ccc(Cl)cc3)cc2C(=O)O)CC1 | -26.1% | ?
Cc1ccc(-c2onc(C)c2C)cc1S(=O)(=O)N1CCOc2ccc(Cl)cc21 | -19.1% | ?
COCCCNC(=O)CN1CCN(CC=C(C)C)CC1 | 4.5% | 5.5%
Cc1ccc(-c2cnc(CCC(=O)N3CCOCC3)o2)cc1C | 3.0% | -2.6%
COC(=O)C1=C(C)NC(=O)NC1c1cn(-c2ccccc2)nc1-c1ccc(OC)c(Br)c1 (stereo not drawn) | -18.6% | ?
O=C(OCC(=O)C12CC3CC(CC(C3)C1)C2)c1c(F)cccc1F | -0.6% | -5.1%
O=S(Cc1ccc(Cl)cc1)Cc1cccc(C(F)(F)F)c1 (stereo not drawn) | -1.5% | -6.1%
CCOC(=O)c1sc(Nc2ccccc2)nc1C | -1.0% | -1.2%
COc1ccc(OC)c(NC(=O)[C@H](Cc2ccccc2)N2Cc3ccccc3C2=O)c1 | -14.9% | 38.7%[activator]
O=[N+]([O-])c1ccc(-n2ccc3ccccc32)cc1 | 2.8% | -5.0%
CC1CCCCN1Cc1nc2c(c(=O)n(C)c(=O)n2C)n1Cc1ccc(Br)cc1 (stereo not drawn) | 6.2% | 6.7%
CCOC(=O)c1ccc(NC(=O)CC2SC(c3cc4ccccc4oc3=O)=NC2=O)cc1 (stereo not drawn) | 4.9% | 12.1%

# In the list so far, these contain a cyano group:
Compound | UDG counterscr | AID inh
Cc1cc(NC(=O)Cc2ccc(Cl)cc2Cl)n(CCC#N)n1 | 2.7% | -3.9%
COc1ccc(C(=O)Oc2ccc(/C=C(\C#N)c3nc4ccccc4[nH]3)cc2)cc1 | -0.6% | 5.0%
Cc1ccc2nc(/C(C#N)=C/c3ccccc3OCc3ccc(Cl)cc3Cl)[nH]c2c1 | -4.9% | 33.5%[activator]
Cc1oc(-c2nc(C#N)c(N(C)C)o2)cc1S(=O)(=O)N(Cc1ccccc1)C(C)C | 3.4% | -3.3%
N#Cc1cccc(OCc2cccc3cccnc23)c1 | -1.9% | -3.4%
CC(NCc1cccc(C#N)c1)c1cccc(Br)c1 (stereo not drawn) | -10.1% | -13.2%

# (list continues)
Compound | UDG counterscr | AID inh
CCOc1ccc(CCNC(=O)CCc2c(C)nc3c(c(C)nn3-c3ccc(C)c(C)c3)c2C)cc1 | 3.5% | -3.8%
COc1ccc(-c2nc3sc(CCNC(=O)Cc4ccc(F)cc4)c(C)n3n2)cc1 | 11.8% | 2.8%
CC(Sc1cc(F)ccc1F)C(N)=O (stereo not drawn) | -2.9% | 3.4%
COCc1cccc(C(=O)NCc2ccco2)c1 | -3.8% | 2.6%
O=C(CCNC(=O)C1CCCC1)NC1(c2ccccc2)CCC1 | -3.5% | 1.3%
O=C(c1cc2ccccc2oc1=O)N(Cc1cccs1)Cc1cccs1 | -5.5% | -10.2%
COc1ccccc1NC(=O)c1cc2ccc3cccnc3c2[nH]1 | -0.3% | ?
COc1cc(C(=O)N(C)Cc2nc3ccccc3c(=O)[nH]2)cc(Cl)c1OCC(N)=O | -7.6% | -6.3%
CC(=O)Nc1ccc(C(=O)NC(CC(=O)O)c2ccc(C(C)(C)C)cc2)cc1 (stereo not drawn) | -4.6% | 9.1%
CCNC(=O)NC(=O)CN1CCCC(C)C1 (stereo not drawn) | 1.9% | 4.2%
Cc1ccc(NS(=O)(=O)c2cc(C)c(C(=O)O)s2)cc1C | 13.9% | -0.9%
NC(=O)c1nc(Nc2ccccc2)sc1NC(=O)c1ccccc1Br | 0.0% | -10.4%
Cc1nc(NC(=O)c2c(-c3ccccc3)c(-c3ccccc3)nn(C)c2=O)sc1C | -5.6%[57.5 µM] | -8.0%
CCOc1ccc(NC(=O)CSc2cc(C)c3ccccc3n2)cc1 | 3.3% | 3.9%
CN(Cc1cccc(C#N)c1)C(=O)C1CCOCC1 | -2.0% | -3.9%
c1ccc(-c2nc(CSc3ccc4c(c3)OCCO4)cs2)cc1 | 2.5% | -7.0%
CC(C)CCOc1ccc(/C(CCC/C(=N\O)c2ccc(OCCC(C)C)cc2)=N/O)cc1 | -16.9% | -22.7%
Cc1cc2ccccc2n1CCNC(=O)c1ccc(F)cc1 | -3.0% | 2.0%
CC(C#N)OC(=O)c1ccc(-c2ccccc2Cl)o1 (stereo not drawn) | -7.0% | -6.6%
O=S(=O)(NCc1nc2cccnc2n1Cc1ccc(F)cc1)c1ccc2c(c1)CCCC2 | 5.3% | 2.1%
O=c1n(Cc2ccc(F)cc2)nc2n1-c1cc(Cl)ccc1OC2 | 2.0% | 30.4%[activator]
Cc1ccc(C)c(N=Cc2ccc([N+](=O)[O-])cc2)c1 | -1.6% | 1.9%
Cc1ccc(NC(=O)c2ccc(COc3ccccc3Cl)o2)cc1 | -1.3% | -14.9%
CCC(C)C(=O)NCc1cccc(COC)c1 (stereo not drawn) | -0.3% | 1.3%
CC(C(=O)NC(C)(C)C)N1CCC(C(=O)NCc2ccco2)CC1 (stereo not drawn) | -10.9% | 5.4%
CN(C)c1ccc(C(=O)Nc2ccc(-c3nc4ccccc4o3)cc2)cc1 | -2.3% | -8.6%
